E-selectin induc – E-selectin induction in HUVECs, primary screen, imaging, HUVEC, immunofluorescence imaging, single point | normalized: neutral wells 0, TNF-alpha wells 100 | hit rate 0.37% among 260,000 | activation, % at 7.58 µM | AID 686992, 2013 | P16581;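 active = mean E-selectin-positive cell signal at least 10% of the positive control, reached in at least 60% of replicates, without over 20% cell loss; inconclusive = no rule given, readout overlaps actives, possibly toxicity-flagged; inactive = the rest, including those meeting only one limit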;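 note: in these data hits start at about 27%; measured in HUVEC primary endothelial cells; signal is the percent of cells scored E-selectin positive by PE staining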
Target sequence (P16581 whole entry, looked up): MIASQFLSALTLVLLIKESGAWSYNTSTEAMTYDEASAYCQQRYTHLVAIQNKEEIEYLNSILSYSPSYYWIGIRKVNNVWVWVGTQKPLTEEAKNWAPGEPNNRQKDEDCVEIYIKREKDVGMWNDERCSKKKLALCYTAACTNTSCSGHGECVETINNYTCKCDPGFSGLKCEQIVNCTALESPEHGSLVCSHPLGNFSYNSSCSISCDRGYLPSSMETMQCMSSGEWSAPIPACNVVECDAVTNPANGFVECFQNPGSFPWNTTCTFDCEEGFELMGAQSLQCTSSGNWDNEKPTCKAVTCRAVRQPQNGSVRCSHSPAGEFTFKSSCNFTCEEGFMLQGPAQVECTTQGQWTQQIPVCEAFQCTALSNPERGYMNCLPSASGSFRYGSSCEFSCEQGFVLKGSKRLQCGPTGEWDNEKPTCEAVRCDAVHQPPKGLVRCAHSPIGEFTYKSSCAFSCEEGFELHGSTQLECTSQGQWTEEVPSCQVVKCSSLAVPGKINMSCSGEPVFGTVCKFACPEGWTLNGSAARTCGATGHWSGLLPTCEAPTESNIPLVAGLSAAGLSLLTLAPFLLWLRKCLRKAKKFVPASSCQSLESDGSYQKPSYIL
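material = human umbilical vein endothelial cells (HUVEC), E-selectin induction | quantity = 3,000 cells/well | medium = EGM-2 growth medium on 0.1% gelatin-coated wells | technique = immunofluorescence imaging | read-out basis = % PE-positive cells | control set = TNF-alpha positive control, DMSO neutral control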
DENV2 CPE rescue – inhibitors of DENV2 cytopathic effect, primary screen, cell-based, plate reader, single concentration; CPE inhibition, % at 9.99 µM; hit rate 1.7% among 350,000; AID 651640, 2012; DENV2-infected cells, cytopathic effect rescue; in the data active = CPE inhibition above about 20%, passing the limit was not always enough; inconclusive = no clear call, values can overlap the other calls; tested in BHK-21 cells;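 note: 0% = median of neutral control wells and 100% = median of positive control wells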
S100A4 MyoIIA – inhibitors of S100A4-myosin IIA peptide binding, primary screen, biochemical, fluorescence polarization, TAMRA-MyoIIA peptide; Protein S100-A4 (Homo sapiens), P26447; inhibition, % at 10.7 µM; hit rate 0.14% among 360,000; AID 652163, 2013;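 active = mean inhibition of at least 70% across replicates, with every replicate also reaching that level; inconclusive = mean inhibition reaches 70% but some replicates fall short; inactive = mean inhibition below 70%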
Target sequence (P26447 whole entry, looked up): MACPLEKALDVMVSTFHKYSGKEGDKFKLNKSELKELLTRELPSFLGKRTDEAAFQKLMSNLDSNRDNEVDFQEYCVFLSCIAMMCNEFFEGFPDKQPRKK
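Material: human S100A4 monomer with TAMRA-labelled myosin IIA peptide; buffer or medium: HEPES pH 7.2 with CaCl2, KCl, NaCl, DTT, Triton; compound dosing: one concentration per compound; schedule: 5 min incubation before reading; benchmarks: neutral control DMSO, positive control TFP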
SIRT5 inh – SIRT5 desuccinylase inhibitors, primary screen, biochemical, fluorescence imaging, single point, set 5; NAD-dependent protein deacylase sirtuin-5, mitochondrial (Homo sapiens), Q9NXA8; Purified SirT5, succinyl-peptide AMC, trypsin-coupled fluorescence; inhibition, % at 15 µM; hit rate 1.1% among 330,000; AID 652115, 2013; in the data active = inhibition above about 15%; inconclusive = no clear call, values can overlap the other calls
Target sequence (Q9NXA8 whole entry, looked up): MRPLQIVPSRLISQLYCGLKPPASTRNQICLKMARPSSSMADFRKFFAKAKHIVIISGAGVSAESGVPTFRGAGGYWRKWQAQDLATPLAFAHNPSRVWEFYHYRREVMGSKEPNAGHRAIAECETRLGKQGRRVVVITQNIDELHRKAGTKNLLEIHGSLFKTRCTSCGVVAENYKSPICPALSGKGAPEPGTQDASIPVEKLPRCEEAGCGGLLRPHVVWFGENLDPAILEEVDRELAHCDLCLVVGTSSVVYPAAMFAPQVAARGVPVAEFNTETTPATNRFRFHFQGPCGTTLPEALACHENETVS
PglD DTNB – C. jejuni PglD acetyltransferase inhibitors, primary screen, biochemical, DTNB colorimetric, single point; UDP-N-acetylbacillosamine N-acetyltransferase PglD (Campylobacter jejuni); purified PglD enzyme, DTNB colorimetric CoA detection; inhibition, % at 12.5 µM; hit rate 0.098% among 360,000; AID 602405, 2012; in the data active = inhibition above about 16%, passing the limit was not always enough; inconclusive = no clear call, values can overlap the other calls; note: strong numbers were not always called active
ERp5 block – inhibitors of ERp5-driven insulin aggregation, primary screen, biochemical, turbidity, absorbance 650 nm, single point; 90 min; inhibition, % at 9.99 µM; hit rate 0.05% among 350,000; AID 651711, 2012;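 active = mean replicate inhibition above about 25%, with every replicate also reaching it, limit read from the data, passing the limit was not always enough; inconclusive = only one of those two criteria met; inactive = neither criterion met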
C2C12 statin – suppressors of statin myotoxicity in C2C12 myotubes, primary screen, cell-based, single point, plate reader; hit rate 0.78% among 330,000; AID 602340, 2012; rescue of ATP level, % at 7.49 µM; C2C12 myotubes + simvastatin, ATP luminescence, 48 h; scaled: DMSO 0, geranylgeraniol control 100;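 active = mean ATP rescue above about 67%, or every replicate alone reaching that limit, limit read from the data, passing the limit was not always enough; inconclusive = no clear call, values can overlap the other calls; inactive = mean under the limit and some replicate under it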;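 note: myotubes were challenged with 10 µM simvastatin during compound exposure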
* marks the source's active call; other numbers are inactive results; & = joins results of further samples. Some of the compounds tested; the hit share may differ from the screen's.

For CCN(CC)CCOc1c(C)cccc1Cl the results were DENV2 CPE rescue 2, S100A4 MyoIIA -1, SIRT5 inh 7, PglD DTNB -8, ERp5 block 0 and C2C12 statin 1.
`Cc1ccccc1SCC(=O)NNC(=O)c1ccncc1` gave DENV2 CPE rescue -10, S100A4 MyoIIA 10, SIRT5 inh 1, PglD DTNB -5, ERp5 block -4 and C2C12 statin 0.
`N#C[C@H]1[C@H](c2ccc(C#Cc3ccccc3F)cc2)[C@@H](CO)N1C(=O)C1CCCC1` gave E-selectin induc -0.2, DENV2 CPE rescue 4, S100A4 MyoIIA -5, SIRT5 inh 0 and ERp5 block 1.
For Cc1noc(C)c1CSCC(=O)Nc1cc(S(=O)(=O)N2CCCCC2)ccc1OC(C)C the results were E-selectin induc -0.4, DENV2 CPE rescue -4, S100A4 MyoIIA 0, SIRT5 inh -5 and ERp5 block 3.
Screening Cc1ccc2c(c1)C(c1ccccc1)N(C(=O)C(C)C)CC(=O)N2 (configuration not stated) returned E-selectin induc 0.2, DENV2 CPE rescue -3, S100A4 MyoIIA -1, SIRT5 inh 2, PglD DTNB -1 and ERp5 block 1.
CC(=O)NC(Cc1cccc(F)c1)C(=O)NC1CCN(C(=O)c2ccc(C)cc2)CC1 (configuration not stated) was read as DENV2 CPE rescue 0, S100A4 MyoIIA 6, SIRT5 inh -1, PglD DTNB 0, ERp5 block 1 and C2C12 statin 2.
Screening CN(C)c1ccc(C(=N)Cc2ccc3ccccc3n2)cc1 returned E-selectin induc 0.3, DENV2 CPE rescue -2, S100A4 MyoIIA -33, SIRT5 inh -3 and ERp5 block -2.
COc1cc(NC(=O)CN2C(=O)COc3ccc(S(=O)(=O)N4CCOCC4)cc32)cc(OC)c1 was read as DENV2 CPE rescue inconclusive, S100A4 MyoIIA 1, SIRT5 inh -1, PglD DTNB -1, ERp5 block 1 and C2C12 statin 2.
Screening O=C(Cc1ccccc1)N1CC(=O)N2[C@@H](CO)[C@@H](c3ccc(C#CCc4ccccc4)cc3)[C@@H]2C1 returned E-selectin induc -0.8, DENV2 CPE rescue 9, S100A4 MyoIIA 13, SIRT5 inh 0 and ERp5 block 20.
CCOc1cc(N2CCOCC2)c(OCC)cc1NC(=O)CSc1ncn[nH]1 was read as E-selectin induc -0.4, DENV2 CPE rescue 5, S100A4 MyoIIA 3, SIRT5 inh -2, PglD DTNB -1, ERp5 block 0 and C2C12 statin 3.
`COc1ccc(S(=O)(=O)N(C)C[C@H]2OCCCC[C@@H](C)Oc3ccc(NC(=O)Nc4cccc5ccccc45)cc3C(=O)N([C@@H](C)CO)C[C@@H]2C)cc1` gave E-selectin induc 0.9, DENV2 CPE rescue 0, S100A4 MyoIIA -9, SIRT5 inh -1, PglD DTNB 3 and ERp5 block 0.
For Cc1cccc(N(Cc2cc3ccccc3[nH]c2=O)C(=O)c2cccs2)c1 the results were E-selectin induc -1.0, DENV2 CPE rescue 1, S100A4 MyoIIA -2, SIRT5 inh -6 and ERp5 block 0.
For CC(CC(=O)Nc1cc(S(=O)(=O)N2CCOCC2)ccc1OCC(F)(F)F)c1ccccc1 (configuration not stated) the results were E-selectin induc -0.3, DENV2 CPE rescue 7, S100A4 MyoIIA -2, SIRT5 inh -2, PglD DTNB -2, ERp5 block -2 and C2C12 statin 2.
O=c1c2ccccc2sc2ccc(C#CC3(O)CCCCC3)cc12 was read as E-selectin induc 0.8, DENV2 CPE rescue 17, S100A4 MyoIIA -2, PglD DTNB 0, ERp5 block 5 and C2C12 statin -51.
For CCOc1ccc(CN(C(=O)c2cc(=O)c3cc(C)cc(C)c3o2)C2CCS(=O)(=O)C2)cc1 (configuration not stated) the results were DENV2 CPE rescue -12, S100A4 MyoIIA 1, SIRT5 inh 1, PglD DTNB -1, ERp5 block 1 and C2C12 statin -5.
For Cc1ccc(C)c(OCCn2c(=O)c3c(ncn3C3CCCC3)n(Cc3ccccc3)c2=O)c1 the results were E-selectin induc -1.2, DENV2 CPE rescue -3, S100A4 MyoIIA -15, SIRT5 inh 4 and ERp5 block -2.
For O=C(c1c(F)cccc1F)N1CCCC(c2nc(-c3ccc(F)cc3)no2)C1 (configuration not stated) the results were E-selectin induc 0.3, DENV2 CPE rescue -3, S100A4 MyoIIA -4, SIRT5 inh -2, PglD DTNB 6, ERp5 block -7 and C2C12 statin -20.
For CCCCOCCCNC(=O)C[C@@H]1C[C@@]2(C(=O)OCC)CCCC=C2N(CCC2=CCCCC2)C1=O the results were E-selectin induc 0.1, DENV2 CPE rescue 0, S100A4 MyoIIA -5, SIRT5 inh -2 and ERp5 block -1.
For COc1cc(S(=O)(=O)N2CCN(Cc3ccc4c(c3)OCO4)CC2)ccc1NC(C)=O the results were E-selectin induc -0.2, DENV2 CPE rescue 1, S100A4 MyoIIA -5, SIRT5 inh -6, PglD DTNB -1, ERp5 block 3 and C2C12 statin -10.
For COc1ccccc1NC(=S)N1CCN(c2nc(-c3ccccc3)cs2)CC1 the results were E-selectin induc 6.7, DENV2 CPE rescue -1, S100A4 MyoIIA 2, SIRT5 inh -1 and ERp5 block 2.
Screening O=C(NCC(=O)N(Cc1cccs1)C(C(=O)NC1CCCCC1)c1ccncc1)c1ccco1 (configuration not stated) returned S100A4 MyoIIA 0, SIRT5 inh 1, PglD DTNB 2 and ERp5 block 1.
Cc1cccc(C)c1NC(=O)COC(=O)CCC(=O)c1cccs1 was read as DENV2 CPE rescue 7, S100A4 MyoIIA 0, SIRT5 inh 0 and ERp5 block 5.
N#C[C@H]1[C@@H](c2ccc(C#Cc3ccccc3F)cc2)[C@@H](CO)N1C(=O)C1CCOCC1 was read as E-selectin induc 0.4, DENV2 CPE rescue 8, S100A4 MyoIIA -3, SIRT5 inh -4, PglD DTNB -1, ERp5 block 1 and C2C12 statin -14.
Screening c1ccc(CSc2nnc3ccc(-c4ccco4)nn23)nc1 returned DENV2 CPE rescue -1, S100A4 MyoIIA 1, SIRT5 inh -1, PglD DTNB 3, ERp5 block 3 and C2C12 statin 6.
Screening CCOc1ccccc1NC(=O)CNC(=O)N1CC(=O)Nc2ccccc21 returned DENV2 CPE rescue -3, S100A4 MyoIIA 8, SIRT5 inh -2, ERp5 block -7 and C2C12 statin 6.
O=C(CN(Cc1ccccc1)C1=NCCS1)c1ccccc1 was read as DENV2 CPE rescue 39*, S100A4 MyoIIA 0, SIRT5 inh 0, PglD DTNB -1 and ERp5 block 6.
`COC(=O)C1=C(C)N(Cc2ccccc2C(F)(F)F)C(=NCc2ccccc2)NC1c1ccc(F)cc1` (configuration not stated) gave E-selectin induc -0.5, DENV2 CPE rescue -5, S100A4 MyoIIA -19, SIRT5 inh -1 and ERp5 block 2.
Screening O=C(C[C@H]1C[C@@H]2c3cc(NC(=O)CC4CC4)ccc3O[C@@H]2[C@@H](CO)O1)NCc1ccccn1 returned E-selectin induc -0.1, DENV2 CPE rescue 9, S100A4 MyoIIA 1, SIRT5 inh 6, PglD DTNB 1, ERp5 block 3 and C2C12 statin -4.
`Cc1ccc(-c2nc(C#N)c(N3CCC(C)CC3)o2)cc1` gave E-selectin induc -0.2, DENV2 CPE rescue -4, S100A4 MyoIIA -2, SIRT5 inh -5, PglD DTNB -4, ERp5 block 3 and C2C12 statin -4.
CCCc1nc2c(nnn2Cc2ccccc2F)c(=O)[nH]1 was read as DENV2 CPE rescue 1, S100A4 MyoIIA 6, SIRT5 inh -1, PglD DTNB 4, ERp5 block 0 and C2C12 statin 10.
Screening Cc1cc(C)cc(CC(=O)N2CCC2(C)C(=O)NS(=O)(=O)c2cccc(OC(F)F)c2)c1 (configuration not stated) returned E-selectin induc -0.3, DENV2 CPE rescue -1, S100A4 MyoIIA -9, SIRT5 inh -5, PglD DTNB 1, ERp5 block 3 and C2C12 statin -5.
C[C@@H]1CN([C@@H](C)CO)C(=O)c2cccc(NC(=O)C3CC3)c2O[C@@H]1CN(C)S(=O)(=O)c1ccc(F)cc1 was read as E-selectin induc -0.1, DENV2 CPE rescue -1, S100A4 MyoIIA -10, SIRT5 inh 0, PglD DTNB -3, ERp5 block -4 and C2C12 statin -9.
`CCC(=O)Nc1ccc2c(c1)nc(CCN1CCN(c3ccccn3)CC1)n2C` gave E-selectin induc 0.0, DENV2 CPE rescue 1, S100A4 MyoIIA -2, SIRT5 inh -6, PglD DTNB -2, ERp5 block 0 and C2C12 statin -10.
For C[C@@H]1CCCCO[C@H](CN(C)C(=O)Nc2cccc3ccccc23)[C@H](C)CN([C@@H](C)CO)C(=O)c2cc(NC(=O)CCCN(C)C)ccc2O1 the results were E-selectin induc -0.2, DENV2 CPE rescue -11, S100A4 MyoIIA -10, SIRT5 inh -9, PglD DTNB -2 and ERp5 block 2.
For OC(CNCc1cccnc1)COc1ccc2ccccc2c1 (configuration not stated) the results were E-selectin induc 0.0, DENV2 CPE rescue inconclusive, S100A4 MyoIIA -4, SIRT5 inh -2, PglD DTNB 5, ERp5 block -4 and C2C12 statin -9.
Screening C#C[C@]1(O)CCC2C3CCC4=Cc5oncc5CC4(C)C3CCC21C (some centres not stated) returned E-selectin induc inconclusive, DENV2 CPE rescue 7, S100A4 MyoIIA 1, SIRT5 inh -5, PglD DTNB 4, ERp5 block 12 and C2C12 statin -13.
Screening COC(=O)C[C@H]1CC[C@H](NS(=O)(=O)c2ccc(OC)cc2)[C@@H](CO)O1 returned E-selectin induc -0.2, DENV2 CPE rescue -6, S100A4 MyoIIA 2, SIRT5 inh -1, PglD DTNB 4, ERp5 block -1 and C2C12 statin 2.
`CCC(=O)N1C[C@@H](C)[C@H](OC)CN(C)C(=O)c2cc(NC(=O)C3CC3)ccc2OC[C@@H]1C` gave E-selectin induc 1.5, DENV2 CPE rescue -3, S100A4 MyoIIA -4, SIRT5 inh 0, PglD DTNB -1, ERp5 block -3 and C2C12 statin -3.
For C[C@H](CO)N1C[C@H](C)[C@@H](CN(C)S(=O)(=O)c2ccc(F)cc2)Oc2ccc(NC(=O)Cc3ccccc3)cc2C1=O the results were E-selectin induc 0.0&0.3, DENV2 CPE rescue 3&-8, S100A4 MyoIIA 5&-13, SIRT5 inh 4, PglD DTNB 2&-4, ERp5 block 4&-3 and C2C12 statin 12&12.
`Cc1ccc(Nc2nc(Cl)c(C=O)s2)cc1` gave E-selectin induc 49*, DENV2 CPE rescue 9, S100A4 MyoIIA -13, SIRT5 inh -3, ERp5 block 1 and C2C12 statin 7.
Screening Cc1ccc(S(=O)(=O)C(CNC(=O)C(C)C)c2cccs2)cc1 (configuration not stated) returned DENV2 CPE rescue -3, S100A4 MyoIIA 1, SIRT5 inh 0, PglD DTNB 3, ERp5 block 3 and C2C12 statin -2.
For COc1ccc(CN(C)C[C@H]2Oc3c(NC(=O)c4nc5ccccc5s4)cccc3C(=O)N([C@H](C)CO)C[C@@H]2C)cc1 the results were E-selectin induc -0.3, DENV2 CPE rescue 24*, S100A4 MyoIIA -5, SIRT5 inh 3, PglD DTNB 0, ERp5 block 0 and C2C12 statin 14.
Screening O=C(CSC1CS(=O)(=O)c2cc([N+](=O)[O-])ccc21)NNC(=O)c1ccccc1 (configuration not stated) returned E-selectin induc 1.5, DENV2 CPE rescue 0, S100A4 MyoIIA -1, SIRT5 inh -1, PglD DTNB 1 and ERp5 block 6.
